# Growth percent in the NCI-60 one-dose screen (48 h, 10 µM unless noted): 100 = growth as untreated, 0 = no growth, -100 = all killed.
# IGROV1: IGROV1 ovarian cancer; 79,000 compounds, 4.7% hits
# TK-10: TK-10 renal cancer cells; 81,000 compounds, 3.9% hits
# SK-OV-3: SK-OV-3 ovarian cancer cells; 80,000 compounds, 3.2% hits
# 786-0: 786-0 renal cancer cells; AID 1794775; 81,000 compounds, 5.1% hits
# RXF 393: RXF 393 renal cancer cells; 77,000 compounds, 6.9% hits; AID 1794773
# SN12C: SN12C renal cancer cells; 81,000 compounds, 3.8% hits; AID 1794767
# ACHN: ACHN renal cancer | 81,000 compounds, 4.9% hits | AID 1794771
# UO-31: UO-31 renal cancer. AID 1794768. 81,000 compounds, 5.2% hits
# * = called active by the depositor; . = not tested or not shown; & = joins results of further samples. Rule for the calls: active = growth percent below 10; inactive = the rest.
# Start of the data: the first two records, ahead of the listing:
1: CS(=O)(=O)Nc1ccc(-n2cnc3cc(-c4ccc(O)cc4)ccc32)cc1
2: O=C1CCCc2cc(OCC(=O)N3CCCCC3)ccc2N1
screen / no.	1	2
IGROV1	96	121
TK-10	124	104
SK-OV-3	141	111
786-0	101	116
RXF 393	118	110
SN12C	88	114
ACHN	95	107
UO-31	67	93

# The listing, repeating the preview:
1: CS(=O)(=O)Nc1ccc(-n2cnc3cc(-c4ccc(O)cc4)ccc32)cc1
2: O=C1CCCc2cc(OCC(=O)N3CCCCC3)ccc2N1
3: Cc1cc2c(c(=O)o1)C1(C)CC(C)(O2)c2c(cc(C)oc2=O)O1
4: COc1cc2c3c(n(CCCNCCO)c(=O)c2cc1OC)-c1nc2c(cc1C3=O)OCO2
5: CCCCC(=O)N(CC)CC
6: N#CCC(=O)Nc1nc2ccccc2nc1Cl
7: O=C1c2c(O)cccc2Cc2cccc(O)c21
8: CCO/C=N/C1=C(C#N)C(c2ccc(Cl)cc2)c2c(c3ccc(C)cc3[nH]c2=O)O1 (centres undefined)
screen / no.	1	2	3	4	5	6	7	8
IGROV1	96	121	102	12	119	97	112	68
TK-10	124	104	89	85	114	105	107	116
SK-OV-3	141	111	96	-14*	118	102	101	86
786-0	101	116	98	-26*	106	98	97	.
RXF 393	118	110	103	.	121	110	107	74
SN12C	88	114	103	8.4*	112	95	104	86
ACHN	95	107	117	2.6*	.	99	107	78
UO-31	67	93	.	24	91	85	90	50

9: C=C(C)[C@@H]1CC[C@]2(C(=O)OC)CC[C@]3(C)[C@H](CC[C@@H]4[C@@]5(C)C/C(=C/c6cccc([N+](=O)[O-])c6)C(=O)C(C)(C)[C@@H]5CC[C@]43C)[C@@H]12
10: O=C1c2ccc3c4c(ccc(c24)C(=O)N1CCCCO)C(=O)N(CCCCO)C3=O
11: C[N+](C)(C)CCOC(=O)c1ccc(OCc2ccccc2F)cc1
12: CCCc1cc(-n2cc(-c3ccc(NS(C)(=O)=O)cc3)cn2)ccn1
13: O=C(Nc1cccc(-n2ccc3c(NC(=O)c4ccccc4)ncnc32)c1)Nc1ccc(Cl)c(C(F)(F)F)c1
14: COC(=O)C(C)CN1CCCCCC1 (centres undefined)
15: CCOC(=O)c1ccc2c(c1N1CCN(Cc3ccccc3)CC1)N(O)ON2
16: CCN(CC)CCCC(C)Nc1ccnc2c1ccc1c(NC(C)CCCN(CC)CC)ccnc12 (centres undefined)
screen / no.	9	10	11	12	13	14	15	16
IGROV1	96	86	105	74	33	104	.	100
TK-10	100	23	107	58	.	100	100	94
SK-OV-3	104	85	115	86	52	95	101	122
786-0	96	68	104	82	53	100	102	109
RXF 393	113	15	110	113	15	103	111	107
SN12C	97	72	99	73	41	104	95	.
ACHN	97	44	105	76	26	99	94	103
UO-31	73	24	90	68	44	77	99	94

17: CS(=O)(=O)OC1C(COC(=O)c2ccccc2)OC(n2ccc(=O)[nH]c2=O)C1O (centres undefined)
18: O=C(/C=C/c1cccc(Cl)c1Cl)Nc1ncc(Cc2ccccc2Cl)s1
19: CCN1/C(=C\c2cc[n+](CC)c3ccccc23)C=Cc2ccccc21
20: CCCCCCC(=O)Nc1ncc(Cc2ccc(C)cc2)s1
21: NCCNCCCCCCCCCCCCOS(=O)(=O)O
22: O=C(NC1CC1(c1ccccc1)c1ccccc1)c1ccccc1 (centres undefined)
23: c1ccc(Nc2nnc(Nc3ccccc3)s2)cc1
24: COc1ccccc1NC1=C(Cl)C(=O)c2nc(C)ccc2C1=O
screen / no.	17	18	19	20	21	22	23	24
IGROV1	112	39	30	44	111	101	104	-84*
TK-10	114	84	22	66	113	117	108	148
SK-OV-3	111	70	3.7*	32	97	95	114	88
786-0	109	69	25	46	110	104	92	9.2*
RXF 393	105	38	16	-7.3*	109	95	113	.
SN12C	102	57	8.6*	49	103	98	97	-49*
ACHN	109	46	15	46	115	104	96	-100*
UO-31	81	45	11	45	89	86	88	-66*

25: C=COC(=O)CCCCCCC/C=C\CCCCCCCC
26: CCCCc1oc2ccc([N+](=O)[O-])cc2c1C(=O)c1ccc(C#CC2CC2)cc1
27: O=c1c(-c2ccccc2)c(O)n(-c2ccccc2)c(=S)n1-c1ccccc1
28: O=c1[nH]c2ccc(Oc3ncccn3)cc2c(=O)n1Cc1cccc(NC(=S)Nc2cccc(F)c2)c1
29: CCOC(=O)c1cc2ccc(OCC(=O)N3CCOCC3)cc2oc1=O
30: COc1ccc(Nn2c(SCC(=O)Nc3nc(-c4ccc(Cl)cc4)cs3)nc(C)c2C)cc1
31: CCOC(=O)c1cnnn1-c1cc(=O)[nH]c2ccccc12
32: COc1nc(=O)n(C2OC(CO)C(O)C2O)cc1C (centres undefined)
screen / no.	25	26	27	28	29	30	31	32
IGROV1	110	96	.	107	113	71	96	115
TK-10	114	100	125	95	.	69	110	105
SK-OV-3	114	92	115	100	103	78	88	105
786-0	.	91	104	84	99	60	102	106
RXF 393	118	92	.	108	130	.	.	124
SN12C	103	88	102	96	90	67	103	99
ACHN	123	97	108	102	112	52	91	103
UO-31	97	55	93	98	98	39	63	86

33: O=C(NC1CCCCC1)c1ccccc1
34: CN(C)CC1CCCCC1O (centres undefined)
35: Cc1ccccc1-n1cc(COC(=O)/C=C/c2cn(-c3ccccc3)nc2-c2ccc(Cl)cc2)nn1
36: Cc1nc(N)[nH]c(=O)c1[N+](=O)[O-]
37: O=C(/C(=N/Nc1ccc([N+](=O)[O-])cc1)c1ccccc1)c1ccccc1
38: Cc1[nH]c(C(=O)Nc2ccc(C(N)=O)cc2NC(C)C)c(Cl)c1Cl
39: CC(/C=N/NC(=S)Nc1ccccc1)=C\c1ccccc1
40: C=C(C)[C@@H]1CC=C2c3sc(Nc4ccc(OC(F)(F)F)cc4)nc3C[C@@H](C)[C@]2(C)C1
screen / no.	33	34	35	36	37	38	39	40
IGROV1	106	111	88	110	87	85	111	95
TK-10	97	117	117	97	72	120	97	115
SK-OV-3	106	116	94	112	85	113	102	99
786-0	97	111	99	101	72	91	94	99
RXF 393	109	111	75	105	73	95	127	109
SN12C	110	95	92	100	88	105	105	99
ACHN	100	97	77	101	82	96	108	108
UO-31	87	97	61	93	44	66	83	80

41: Oc1[nH]c2ccccc2c1N=Nc1n[nH]c(=S)n1/N=C/c1cc(-c2ccccc2)cs1
42: COc1ccc(CCN2C(=O)CCC3=C2CCC3=O)cc1OC
43: CCOc1ccc(Nc2nc(SC)ncc2SC)cc1
44: CC(C)N(C(=O)CSc1nc2c([nH]1)c(=O)n(C)c(=O)n2C)c1ccccc1
45: COc1ccc(C=Nc2ccc([N+](=O)[O-])cc2)cc1
46: COc1cc2c3c(c1)nc(C)n3CCC2
47: S=c1[nH]c2ccccc2s1
48: OCCC1CCNCC1
screen / no.	41	42	43	44	45	46	47	48
IGROV1	78	114	96	.	108	109	106&92&70	93
TK-10	118	108	89	151	94	99	114&112	98
SK-OV-3	118	107	94	108	103	91	110&104&96	92
786-0	97	106	96	102	101	98	98&103&95	100
RXF 393	105	113	114	.	107	.	89&108&94	120
SN12C	87	100	88	104	99	100	99&105&95	105
ACHN	96	100	89	102	76	108	97&106&90	98
UO-31	70	98	83	74	77	91	70&91&74	86

49: COc1ccc(Oc2nc(Nc3ccc(N4CCCCC4)nc3)ncc2NC(=O)c2cc(OC)cc(OC)c2)cc1
50: O=C(NCCNc1nccc(Nc2ccc(S(=O)(=O)Nc3ccccn3)cc2)n1)c1ccco1
51: C[Si](Cl)(Cl)c1ccccc1
52: N/C(=N\C(N)=N\c1nc2ccccc2s1)c1cccnc1
53: OC(CCN1CCCCC1)c1ccc2ccccc2c1 (centres undefined)
54: COc1ccc(C(=O)Nc2nn(-c3ccccc3)nc2-c2ccccc2)cc1
55: C[C@H](CCC(=O)NCC(=O)NCc1ccc(C(=O)NO)cc1)[C@H]1CC[C@H]2[C@@H]3[C@@H](O)C[C@@H]4C[C@H](O)CC[C@]4(C)[C@H]3CC[C@]12C
56: CCN(c1cc(-c2ccc(CN3CCN(C(=O)CCCCCCCCCC(=O)N[C@H](C(=O)N4C[C@H](O)C[C@H]4C(=O)NCc4ccc(-c5scnc5C)cc4)C(C)(C)C)CC3)cc2)cc(C(=O)NCc2c(C)cc(C)[nH]c2=O)c1C)C1CCOCC1
screen / no.	49	50	51	52	53	54	55	56
IGROV1	58	107	101	81	106	98	101	86
TK-10	76	91	109	127	104	107	102	114
SK-OV-3	58	104	111	102	101	111	114	112
786-0	40	104	101	92	99	102	104	93
RXF 393	41	112	116	109	103	91	.	115
SN12C	53	99	104	99	105	100	96	108
ACHN	29	104	99	91	98	102	105	113
UO-31	33	92	107	78	85	80	89	94

57: CC(C)(C)CC(C)(C)n1nnnc1C(NC12CC3CC(CC(C3)C1)C2)c1c(F)cc(F)cc1F (centres undefined)
58: S=C(Nc1ccc(OCc2nc3ccccc3[nH]2)cc1)NC1CCCCC1
59: CC(=O)Oc1cc(O)oc(=O)c1
60: FC(F)(F)c1cccc(-c2cn3cc(Cl)sc3n2)c1
61: COc1cc2cc3c(nc2cc1OC)CCN3Cc1ccc(NC(=O)Nc2ccc(F)cc2F)cc1
62: O=C1CCC(=O)c2ccc3c4c(ccc1c24)CC3
63: COc1cc(CCn2nnc3c(Nc4ccc(N5CCOCC5)nc4)ncnc32)cc(OC)c1
64: COc1ccc2nc(C)cc(S(=O)Cc3nccc(OCC(F)(F)F)c3C)c2c1 (centres undefined)
screen / no.	57	58	59	60	61	62	63	64
IGROV1	86	107	133	64	90	114	112	97
TK-10	84	130	97	143	95	103	123	96
SK-OV-3	100	108	104	107	84	113	108	116
786-0	82	93	107	89	70	104	102	96
RXF 393	81	147	110	85	89	111	.	92
SN12C	77	88	97	98	80	101	100	101
ACHN	50	101	108	92	85	100	102	60
UO-31	73	97	86	64	69	75	86	69

# Exported field by field: part of the list above
64: COc1ccc2nc(C)cc(S(=O)Cc3nccc(OCC(F)(F)F)c3C)c2c1 (centres undefined)
  IGROV1: 97
  TK-10: 96
  SK-OV-3: 116
  786-0: 96
  RXF 393: 92
  SN12C: 101
  ACHN: 60
  UO-31: 69

61: COc1cc2cc3c(nc2cc1OC)CCN3Cc1ccc(NC(=O)Nc2ccc(F)cc2F)cc1
  IGROV1: 90
  TK-10: 95
  SK-OV-3: 84
  786-0: 70
  RXF 393: 89
  SN12C: 80
  ACHN: 85
  UO-31: 69

62: O=C1CCC(=O)c2ccc3c4c(ccc1c24)CC3
  IGROV1: 114
  TK-10: 103
  SK-OV-3: 113
  786-0: 104
  RXF 393: 111
  SN12C: 101
  ACHN: 100
  UO-31: 75

59: CC(=O)Oc1cc(O)oc(=O)c1
  IGROV1: 133
  TK-10: 97
  SK-OV-3: 104
  786-0: 107
  RXF 393: 110
  SN12C: 97
  ACHN: 108
  UO-31: 86

# Carrying on.
65: CCCCc1nc2c(N)nc3ccccc3c2n1Cc1ccc(CN)cc1
66: CN(C)c1ccccc1C(=O)N/N=C/c1ccc(F)cc1
67: CC/C(C)=N\O
68: C=C1CC[C@H]2[C@@](C)(CCC3OC(c4ccc(OCc5cn(CC6OC(OC)C(OCc7ccccc7)C(OCc7ccccc7)C6OCc6ccccc6)nn5)cc4)OC[C@]32C)[C@@H]1/C=C/C1=CCOC1=O (some centres undefined)
69: CN(C)CCCCCCN
70: CC(=O)c1ccc2c(c1)Cc1cc(C(C)=O)ccc1-2
71: CCOC(=O)Cn1c(-c2nonc2NC(=O)c2ccccc2F)nc2ccccc21
72: Nc1ccc(-c2ccc(Br)cc2)cc1
screen / no.	65	66	67	68	69	70	71	72
IGROV1	91	94	105	101	112	105	46	104
TK-10	102	114	96	129	94	77	66	102
SK-OV-3	113	106	112	93	.	120	75	108
786-0	89	98	96	97	.	84	46	95
RXF 393	68	169	98	97	100	113	65	99
SN12C	96	112	104	98	100	103	58	101
ACHN	102	104	109	93	104	106	47	106
UO-31	88	92	92	76	90	93	55	70

# Part of the list above with just SN12C:
entry	smiles	SN12C
66	CN(C)c1ccccc1C(=O)N/N=C/c1ccc(F)cc1	112
67	CC/C(C)=N\O	104
68	C=C1CC[C@H]2[C@@](C)(CCC3OC(c4ccc(OCc5cn(CC6OC(OC)C(OCc7ccccc7)C(OCc7ccccc7)C6OCc6ccccc6)nn5)cc4)OC[C@]32C)[C@@H]1/C=C/C1=CCOC1=O (some centres undefined)	98
69	CN(C)CCCCCCN	100
70	CC(=O)c1ccc2c(c1)Cc1cc(C(C)=O)ccc1-2	103

# New compounds follow
73: OC1CC(c2ccccc2)C1(c1ccccc1)c1ccccc1 (centres undefined)
74: CC(C)OC(=O)CO
75: OCCCCCCNc1ncnc2cc(Cl)ccc12
76: Nc1nc(-c2cnccn2)nn1-c1nc2ccccc2s1
screen / no.	73	74	75	76
IGROV1	116	106	112	100
TK-10	101	112	94	117
SK-OV-3	101	98	81	.
786-0	101	102	100	102
RXF 393	98	105	116	110
SN12C	102	100	100	101
ACHN	104	103	102	108
UO-31	103	82	70	100

# High-throughput results from PubChem.
